Screens: PubChem BioAssay, Broad Institute
Pf Dd2 growth: blocks growth of Plasmodium falciparum Dd2 parasites | P. falciparum Dd2 growth, SYBR Green, 72 h; active compounds read low | AID 1159554 | actives 2.3% (n = 94,000) | activity change, % at 10 µM; in the data active = activity change below about -80%
C diff growth: blocks growth of Clostridium difficile; actives 0.25% (n = 86,000); growth activity, negative = inhibition, % at 16 µg/mL (by protocol); Clostridium difficile clinical isolate growth, OD600, 24 h; active compounds read low; AID 1259249;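 active = mean growth activity at or below -80% and every replicate also at or below -80%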;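 also: 0% = DMSO wells and -100% = levofloxacin 16 µg/mL wells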
KDM4C inh: blocks human GASC-1 (KDM4C) demethylase activity; GST-KDM4C 2-372, H3K9me3 peptide, LANCE TR-FRET; inhibition, % at 12.5 µM; actives 0.15% (n = 96,000);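 active = mean replicate inhibition above about 25%, with at least 55% of replicates also reaching it, limit read from the data, passing the limit was not always enough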
Target sequence (Q9H3R0 2-372 limits assumed): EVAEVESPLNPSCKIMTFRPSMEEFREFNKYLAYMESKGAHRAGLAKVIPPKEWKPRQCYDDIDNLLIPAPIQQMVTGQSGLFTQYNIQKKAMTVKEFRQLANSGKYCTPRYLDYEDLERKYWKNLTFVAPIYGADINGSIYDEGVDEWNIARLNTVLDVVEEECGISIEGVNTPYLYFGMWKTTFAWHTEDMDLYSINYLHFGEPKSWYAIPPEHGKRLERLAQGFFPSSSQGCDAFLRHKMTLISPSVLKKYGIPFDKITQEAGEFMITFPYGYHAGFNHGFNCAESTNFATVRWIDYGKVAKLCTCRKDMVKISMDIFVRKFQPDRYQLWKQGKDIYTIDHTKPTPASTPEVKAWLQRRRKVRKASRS
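material = GST-tagged GASC-1 (JMJD2C) catalytic fragment, aa 2-372 | amount = enzyme final amount 10 nM | medium = HEPES buffer, pH 7.5, plus ascorbate | also added = H3K9me3 peptide substrate, Fe(II), 2-oxoglutarate | dosing = single dose | times = 30 min demethylation and 1 h detection at room temperature | detection = LANCE TR-FRET | read-out basis = Fall in 671/618 emission ratio as inhibition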
Tcruzi prolif: inhibitors of T. cruzi proliferation; actives 5.9% (n = 77,000); inhibition, % at 8.34 µM; T. cruzi beta-gal in NIH3T3, GalScreen luminescence, 90 h;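 active = mean inhibition above about 93%, with at least 55% of replicates each passing it, limit read from the data, passing the limit was not always enough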
* = called active by the depositor; x = not tested or not shown; & = joins results of further samples.

The opening 2 entries, to show the layout:
Results follow in this order: Pf Dd2 growth | C diff growth | KDM4C inh | Tcruzi prolif
> Cc1ccc(S(=O)(=O)N(C)C[C@H]2OCCCC[C@@H](C)Oc3ccc(NS(=O)(=O)c4c(C)noc4C)cc3C(=O)N([C@@H](C)CO)C[C@@H]2C)cc1
    -53 | -9 | -0.7 | 39
> C[C@@H]1CN([C@H](C)CO)C(=O)c2cc(NS(C)(=O)=O)ccc2O[C@@H](C)CCCCO[C@H]1CN(C)C(=O)Nc1ccc2c(c1)OCO2
    -17 | 0 | 1.3 | -3

The whole of this part, repeating the preview:
Results follow in this order: Pf Dd2 growth | C diff growth | KDM4C inh | Tcruzi prolif
> Cc1ccc(S(=O)(=O)N(C)C[C@H]2OCCCC[C@@H](C)Oc3ccc(NS(=O)(=O)c4c(C)noc4C)cc3C(=O)N([C@@H](C)CO)C[C@@H]2C)cc1
    -53 | -9 | -0.7 | 39
> C[C@@H]1CN([C@H](C)CO)C(=O)c2cc(NS(C)(=O)=O)ccc2O[C@@H](C)CCCCO[C@H]1CN(C)C(=O)Nc1ccc2c(c1)OCO2
    -17 | 0 | 1.3 | -3
> C/C=C/c1cccc(-c2nc(C(=O)NC3Cc4ccccc4C3)cc3c2[C@H](CCO)N(C(C)=O)C3)c1
    -53 | 25 | -1.2 | x
> CCCC(=O)Nc1ccc2c(c1)C(=O)N(C)[C@H]1CC[C@H](CC(=O)NCC3CC3)O[C@H]1CO2
    -73 | -4 | 0.3 | -23
> C[C@@H]1CN([C@@H](C)CO)C(=O)c2cccc(NC(=O)Nc3ccc(C(F)(F)F)cc3)c2O[C@H]1CN(C)C(=O)NC1CCCCC1
    -29 | -1 | -1.1 | 13
> O=C(Nc1ccc2c(c1)[C@H]1C[C@@H](CC(=O)N3CCCCC3)O[C@@H](CO)[C@H]1O2)NC1CCCC1
    -1 | -1 | 0.0 | 57
> COc1ccc(NC(=O)N(C)C[C@H]2Oc3ncc(C#C[C@@H](C)O)cc3C(=O)N([C@H](C)CO)C[C@H]2C)cc1
    29&45 | -3&3 | -1.0 | -116&8
> C[C@H](CO)N1C[C@H](C)[C@@H](CN(C)S(=O)(=O)c2ccccc2)Oc2ccc(NS(=O)(=O)c3ccc(F)cc3)cc2CC1=O
    -5 | -7 | -2.3 | -14
> CCCNC(=O)[C@@H]1[C@@H](CO)[C@@H]2Cn3c(ccc(-c4ccc(OC)cc4)c3=O)[C@@H]2N1CC
    2 | -2 | 13 | x
> O=C(N[C@H]1CC[C@H](CCNS(=O)(=O)c2ccc(F)cc2)O[C@H]1CO)C1CCC1
    8 | 2 | -0.7 | 16
> COc1ccc(CN(C)C[C@H]2OCCCC[C@@H](C)Oc3ccc(NC(=O)Nc4ccccc4)cc3C(=O)N([C@@H](C)CO)C[C@@H]2C)cc1
    -62 | 6 | -1.6 | 93
> CC(C)C#Cc1ccc([C@@H]2[C@@H](C#N)N(C(=O)CN(C)C)[C@H]2CO)cc1
    4 | -8 | 1.6 | 11
> C[C@@H]1CN([C@@H](C)CO)C(=O)c2cccc(NS(=O)(=O)c3ccc(F)cc3)c2O[C@H]1CN(C)Cc1ccncc1
    16 | -1 | -0.5 | 36
> COCC(=O)N(C)C[C@@H]1Oc2ncc(-c3ccc(C)cc3)cc2C(=O)N([C@H](C)CO)C[C@@H]1C
    28 | -2 | 1.0 | 4
> C[C@@H]1CN([C@@H](C)CO)C(=O)c2cccc(NS(C)(=O)=O)c2O[C@@H]1CN(C)C
    1 | 2 | 0.4 | -40
> C[C@@H]1CN([C@H](C)CO)C(=O)c2cccc(NC(=O)c3ccncc3)c2O[C@H]1CN(C)Cc1ccncc1
    -35 | -8 | 0.0 | 80
> O=C(Nc1ccc2c(c1)[C@H]1C[C@H](CC(=O)N3CCCCC3)O[C@@H](CO)[C@H]1O2)c1ccc2c(c1)OCO2
    -14 | 0 | -2.0 | 10
> C[C@@H]1CN([C@@H](C)CO)C(=O)c2c(c3ccccc3n2C)-c2ccccc2CO[C@H]1CN(C)S(=O)(=O)Cc1ccccc1
    -67 | 3 | -1.7 | 67
> C[C@H]1CN([C@@H](C)CO)C(=O)c2cc(C#CCN(C)C)cnc2O[C@H]1CN(C)Cc1ccccc1
    -13 | 7 | x | -114
> C[C@@H]1CN([C@@H](C)CO)C(=O)c2cc(N(C)C)ccc2O[C@@H](C)CCCCO[C@@H]1CN(C)C(=O)Nc1cccc2ccccc12
    x | 1 | -2.7 | 63

Profiles, looked up by structure.
C[C@H]1CN([C@@H](C)CO)C(=O)c2cc(C#CCN(C)C)cnc2O[C@H]1CN(C)Cc1ccccc1 is listed with Pf Dd2 growth = -13; C diff growth = 7; KDM4C inh = x; Tcruzi prolif = -114
CCCC(=O)Nc1ccc2c(c1)C(=O)N(C)[C@H]1CC[C@H](CC(=O)NCC3CC3)O[C@H]1CO2 is listed with Pf Dd2 growth = -73; C diff growth = -4; KDM4C inh = 0.3; Tcruzi prolif = -23

(listing goes on)
Results follow in this order: Pf Dd2 growth | C diff growth | KDM4C inh | Tcruzi prolif
> O=C(C[C@@H]1CC[C@@H]2[C@H](COC[C@H](O)CN2C(=O)c2cccnc2)O1)Nc1ccc(-c2ccccc2)cc1
    -6 | -7&-7 | 14 | -66
> C[C@@H]1CCCCO[C@H](CN(C)C(=O)Cc2ccccc2)[C@@H](C)CN([C@@H](C)CO)C(=O)c2cc(NC(=O)Nc3ccc(C(F)(F)F)cc3)ccc2O1
    -87* | -4 | -3.6 | 69
> CN(C)C(=O)c1ccc(-c2ccc3c(c2)[C@@H]2[C@@H](CCN2C(=O)C2CCCCC2)[C@@H](CO)N3C)cc1
    -31 | -2 | 5.5 | x
> C[C@@H]1CN([C@@H](C)CO)C(=O)c2cc(NS(=O)(=O)c3ccc(Cl)cc3)ccc2O[C@H]1CN(C)Cc1ccc(Cl)c(Cl)c1
    1 | 26 | 0.0 | 85
> CN1C(=O)c2cc(NC(=O)Nc3ccccc3Cl)ccc2OC[C@@H]2O[C@@H](CC(=O)NCCCN3CCOCC3)CC[C@@H]21
    x | -4 | -2.3 | -4
> C[C@H]1CN([C@@H](C)CO)C(=O)c2cc(NC(=O)Nc3ccc4c(c3)OCO4)ccc2O[C@H]1CN(C)CC1CCCCC1
    33 | 20 | 1.4 | -44
> CCC(=O)Nc1ccc2c(c1)OC[C@H](C)N(C(=O)CC1CC1)C[C@H](C)[C@H](OC)CN(C)C2=O
    -49 | -2 | 0.1 | 21
> COCC#Cc1ccc(CC[C@H]2O[C@H]3CC[C@H](CO)O[C@H]3C[C@H]2n2cc(C(C)(C)O)nn2)cc1
    4 | 10 | x | x
> C[C@@H](O)C#Cc1ccc2c(c1)O[C@H](CN(C)Cc1ccc(-c3ccccc3)cc1)[C@@H](C)CN([C@@H](C)CO)S2(=O)=O
    -60 | 4 | 1.0 | 43
> COc1cccc(-c2ccc([C@@H]3[C@H]4CN(C(=O)C5CCC5)CC(=O)N4[C@H]3CO)cc2)c1
    -7 | 4 | -0.5 | x
> COC(=O)C[C@H]1CC[C@H]2[C@@H](COC[C@@H](O)CN2S(=O)(=O)c2ccccc2C)O1
    -1 | -2 | -2.5 | 9
> CNC(=O)C[C@@H]1CC[C@H]2[C@H](COc3ccc(NC(=O)Nc4cccc(F)c4)cc3C(=O)N2C)O1
    -1 | 5 | 0.6 | 19
> C[C@H](CO)N1C[C@H](C)[C@@H](CN(C)Cc2ccc(C(=O)Nc3ccccc3N)cc2)Oc2ccc(NS(=O)(=O)c3ccc(F)cc3)cc2C1=O
    -56 | 9 | 1.0 | 59
> O=C(CCN1CCCCC1)NCC[C@@H]1CC[C@H](NC(=O)C2CCCC2)[C@@H](CO)O1
    1 | -4 | 0.1 | 39
> CO[C@@H]1CN(C)C(=O)c2cc(NS(=O)(=O)CC(F)(F)F)ccc2OC[C@H](C)N(CC2CCCCC2)C[C@@H]1C
    -33 | x | -1.6 | 28
> CCC(=O)N1[C@@H]2c3cccc(=O)n3C[C@@H]2[C@@H](CO)[C@@H]1C(=O)NC1CCCC1
    2 | -1 | -0.2 | x
> CNC[C@@H]1Oc2cc(C#Cc3cccc(OC)c3)ccc2S(=O)(=O)N([C@@H](C)CO)C[C@H]1C
    -46 | 4 | -0.9 | 92
> C[C@H]1CN([C@@H](C)CO)C(=O)c2cccc(NS(=O)(=O)c3ccc(Cl)cc3)c2O[C@H]1CN(C)Cc1ccc(C(F)(F)F)cc1
    -14 | 17 | -0.8 | 37
> O=C(CCN1CCCCC1)NCC[C@@H]1CC[C@@H](NC(=O)C2CCCCC2)[C@H](CO)O1
    13 | -1 | -2.3 | x
> O=C(Nc1ccccc1F)N1C[C@H]2[C@@H](c3ccccc31)[C@H](CO)N2C(=O)Cc1ccccc1
    -4 | -4 | 1.5 | 11

The results go on.
Structure	Pf Dd2 growth	C diff growth	KDM4C inh	Tcruzi prolif
COc1ccc(C#Cc2cnc3c(c2)C(=O)N([C@H](C)CO)C[C@H](C)[C@H](CN(C)C(=O)CN(C)C)O3)cc1	-30	-6	0.3	25
CCNC(=O)C[C@H]1CC[C@H]2[C@@H](COc3ccc(NC(=O)c4cc(C)on4)cc3C(=O)N2C)O1	3	10	1.9	65
CN(C)C(=O)c1cccc(-c2ccccc2[C@H]2[C@@H](C#N)N(C(=O)C3CC3)[C@@H]2CO)c1	9	-14	0.6	x
CCCNC(=O)N1CC2(CN(C(C)=O)C2)c2c(n(C)c3cc(OC)ccc23)[C@@H]1CO	51	-4	x	x
C[C@@H]1CN([C@@H](C)CO)S(=O)(=O)c2ccc(C#CC3CC3)cc2O[C@@H]1CN(C)C(=O)Cc1ccncc1	-52	-3	-0.9	88
COc1ccc(NC(=O)Nc2ccc3c(c2)C(=O)N([C@@H](C)CO)C[C@@H](C)[C@H](CN(C)C(=O)Nc2cccc4ccccc24)OCCCC[C@@H](C)O3)cc1	-35	-1	0.5	-2
CC(C)C#Cc1ccc2c(c1)O[C@H](CN(C)C(=O)Nc1ccccc1)[C@@H](C)CN([C@@H](C)CO)S2(=O)=O	-46	9	0.9	x
COc1ccc(NC(=O)Nc2ccc3c(c2)CC(=O)N([C@H](C)CO)C[C@@H](C)[C@@H](CN(C)Cc2ccncc2)O3)cc1	-9	0&-2	-1.4	x
O=C(N[C@H]1CC[C@H](CCn2cc(C3(O)CCCC3)nn2)O[C@@H]1CO)C1CCC1	7	0	0.7	x
C[C@H](NC(=O)C[C@H]1CC[C@@H]2[C@H](COC[C@@H](O)CN2C(=O)Nc2cccc(Cl)c2)O1)c1ccccc1	1	57&28	-3.0	32
N#C[C@@H]1[C@H](c2ccc(-c3ccccc3F)cc2)[C@H](CO)N1C(=O)C1CCC1	-44	13	-0.4	75
C[C@H](CO)N1C[C@H](C)[C@H](CN(C)C(=O)Nc2ccc(F)cc2)Oc2ncc(C#Cc3ccc(F)cc3)cc2C1=O	-33	x	x	50
Cc1noc(C)c1S(=O)(=O)N(C)C[C@H]1Oc2ccc(NC(=O)Cc3ccccc3)cc2CC(=O)N([C@H](C)CO)C[C@@H]1C	-30	-6	-1.3	29
C[C@H](CO)N1C[C@H](C)[C@H](CN(C)C(=O)Nc2cccc3ccccc23)Oc2c(NS(=O)(=O)c3cn(C)cn3)cccc2C1=O	-43	x	2.2	-12
COc1cccc(-c2cn(CC[C@H]3CC[C@H](NC(C)=O)[C@H](CO)O3)nn2)c1	7	0	-0.7	1
C[C@@H]1CN([C@@H](C)CO)C(=O)c2cc(NS(=O)(=O)c3cccs3)ccc2O[C@@H]1CN(C)S(=O)(=O)c1ccc(Cl)cc1	-1	x	2.9	-1
COc1ccc2c3c(n(C)c2c1)[C@H](CO)N(C(=O)C1CCC1)CC31CCN(CC2CCCC2)CC1	-75	-3	0.3	x
C[C@H](CO)N1C[C@H](C)[C@H](CN(C)C(=O)Nc2ccccc2F)Oc2cc(-c3ccc(F)cc3)ccc2S1(=O)=O	-54	1	-0.3	101
C[C@@H]1CN([C@@H](C)CO)C(=O)c2cc(NC(=O)C3CC3)ccc2O[C@@H]1CN(C)C(=O)Nc1ccc(C(F)(F)F)cc1	-4	-28	-1.0	5
C[C@H]1CN([C@@H](C)CO)C(=O)Cc2cc(NS(C)(=O)=O)ccc2O[C@H]1CN(C)CC1CCCCC1	-8	-2	0.6	20
C[C@H]1CN([C@@H](C)CO)C(=O)c2cccc(NS(=O)(=O)c3ccc(F)cc3)c2O[C@H]1CN(C)S(=O)(=O)c1ccc(F)cc1	-10	64	-0.5	1
CC(C)C#Cc1cnc2c(c1)C(=O)N([C@@H](C)CO)C[C@@H](C)[C@H](CN(C)C(=O)Nc1cccc(F)c1)O2	-31	-8	-1.4	95
CCCNC(=O)Nc1ccc2c(c1)OC[C@@H](C)N(CCC)C[C@H](C)[C@H](OC)CN(C)C2=O	0	x	0.4	24
COc1cccc(S(=O)(=O)Nc2ccc3c(c2)C(=O)N(C)C[C@H](OC)[C@@H](C)CN[C@@H](C)CO3)c1	4	x	-0.3	0
